JMJD2A Tudor: blocks the human JMJD2A Tudor domain. 4.4% of 390,000 active. AlphaScreen JMJD2A-Tudor / H3K4me3 peptide binding. Potency, µM (series often up to 114 µM), without a hit: at the highest dose activity change, negative = inhibition, usual class: inhibitors. O75164; also: % is scaled to controls: 0 for no effect and ±100 for the full control effect; nearly all actives have a fitted effect of over 50% in size
Pol kappa inh: blocks human DNA polymerase kappa activity; Q9UBT6; purified Pol kappa, fluorescent DNA synthesis assay, 10 min; Potency, µM (titrated, usually from 107 µM), inactives show top-dose activity, negative = inhibition, most hits filed as inhibitors; 0.53% of 400,000 active; also: % is scaled to controls: 0 for no effect and ±100 for the full control effect
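Kinetic fluorescence screen: compound preincubated 15 min RT with 10 nM enzyme; 50 nM substrate (final) initiates; reads at 0/10 min.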
POLI inh: DNA polymerase iota (human) inhibition; AID 588590; Potency, µM (top dose mostly 115 µM), for inactives: at the top dose activity, negative = inhibition, usual class: inhibitors; Q9UNA4; 1% of 390,000 active; Pol iota fluorescent replication assay, 10 min
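Fluorescent replication assay read twice, at 0 min and 10 min after adding 50 nM (final) substrate. Enzyme (10 nM) and compounds were first incubated 15 min at room temperature; enzyme-free buffer wells were negative controls.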
BAZ2B block: blocks human BAZ2B; 4.4% of 360,000 active; AlphaScreen BAZ2B-H3K14Ac peptide displacement; Potency, µM (series often up to 114 µM), inactives show top-dose activity change, negative = inhibition, hits mostly inhibitors; AID 504333; Q9UIF8; also: % is scaled to controls: 0 for no effect and ±100 for the full control effect; nearly all actives have a fitted effect of over 60% in size
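Compounds, titrated to a top concentration of 110 uM, were incubated 30 min at room temperature with preformed BAZ2B/acetyl-K14 H3 peptide complex (50 nM each). Proximity signal was measured by AlphaScreen after 20 min with beads.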
G9a inh: inhibitors of human histone lysine methyltransferase G9a | G9a H3K9 monomethylation, AlphaScreen, 2 h | Potency, µM (series often up to 102 µM), inactives show at the highest dose activity, negative = inhibition, hits mostly inhibitors | 8.8% of 350,000 active | AID 504332; also: % is scaled to controls: 0 for no effect and ±100 for the full control effect; nearly all actives have a fitted effect of over 75% in size
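Compounds were preincubated with 20 nM G9a for 15 min, after which biotinylated H3K9 peptide (500 nM) and SAM (20 uM) started a 2 h room-temperature reaction. Monomethylated product was quantified by antibody-based AlphaScreen chemiluminescence.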
Pol beta inh: DNA polymerase beta (human) inhibition; P06746; Pol beta primer extension/strand displacement, fluorescence kinetic; Potency, µM (titrated, usually from 114 µM), inactives show at the top dose activity change, negative = inhibition, hits mostly inhibitors; 1.3% of 340,000 active; AID 485314; also: % is scaled to controls: 0 for no effect and ±100 for the full control effect
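Reaction started by 50 nM substrate onto compound-treated Pol beta (10 nM, 15 min preincubation, room temperature); plates read at 0 min and 10 min. Normalized concentration-effect data fitted by four-parameter Hill equation.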
APE1 inh: APE1 (human) endonuclease inhibition; P27695; recombinant APE1, TAMRA/BHQ-2 abasic DNA cleavage fluorescence; Potency, µM (doses to about 65.8 µM), for the others: at the top dose activity change, negative = inhibition, most hits filed as inhibitors; 0.35% of 350,000 active;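 also: plate controls were vehicle for no effect and reference inhibitor for full effect; nearly all actives have a fitted effect of over 55% in size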
Target sequence (P27695 whole entry, looked up): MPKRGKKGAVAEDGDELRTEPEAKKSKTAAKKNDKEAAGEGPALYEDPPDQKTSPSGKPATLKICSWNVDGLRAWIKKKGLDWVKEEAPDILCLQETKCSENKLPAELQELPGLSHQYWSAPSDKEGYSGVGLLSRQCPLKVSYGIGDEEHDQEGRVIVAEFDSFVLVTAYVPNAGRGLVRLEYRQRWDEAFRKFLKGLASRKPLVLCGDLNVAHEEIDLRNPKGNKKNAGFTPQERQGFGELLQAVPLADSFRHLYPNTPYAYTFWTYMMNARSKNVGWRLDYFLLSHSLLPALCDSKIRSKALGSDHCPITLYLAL
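Step 1: APE1 (0.75 nM) with compound, 15 min RT. Step 2: add 50 nM fluorophore/quencher THF duplex. Step 3: three fluorescence reads 60 s apart (525/598 nm); read 3 minus read 1 = reaction progress.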
Pol eta inh: DNA polymerase eta (human) inhibition | Q9Y253 | recombinant Pol eta, fluorescent DNA replication assay | Potency, µM (titrated, usually from 114 µM), inactives show top-dose activity change, negative = inhibition, most hits filed as inhibitors | 1.2% of 390,000 active | AID 588591; also: % is scaled to controls: 0 for no effect and ±100 for the full control effect
Target sequence (Q9Y253 whole entry, looked up): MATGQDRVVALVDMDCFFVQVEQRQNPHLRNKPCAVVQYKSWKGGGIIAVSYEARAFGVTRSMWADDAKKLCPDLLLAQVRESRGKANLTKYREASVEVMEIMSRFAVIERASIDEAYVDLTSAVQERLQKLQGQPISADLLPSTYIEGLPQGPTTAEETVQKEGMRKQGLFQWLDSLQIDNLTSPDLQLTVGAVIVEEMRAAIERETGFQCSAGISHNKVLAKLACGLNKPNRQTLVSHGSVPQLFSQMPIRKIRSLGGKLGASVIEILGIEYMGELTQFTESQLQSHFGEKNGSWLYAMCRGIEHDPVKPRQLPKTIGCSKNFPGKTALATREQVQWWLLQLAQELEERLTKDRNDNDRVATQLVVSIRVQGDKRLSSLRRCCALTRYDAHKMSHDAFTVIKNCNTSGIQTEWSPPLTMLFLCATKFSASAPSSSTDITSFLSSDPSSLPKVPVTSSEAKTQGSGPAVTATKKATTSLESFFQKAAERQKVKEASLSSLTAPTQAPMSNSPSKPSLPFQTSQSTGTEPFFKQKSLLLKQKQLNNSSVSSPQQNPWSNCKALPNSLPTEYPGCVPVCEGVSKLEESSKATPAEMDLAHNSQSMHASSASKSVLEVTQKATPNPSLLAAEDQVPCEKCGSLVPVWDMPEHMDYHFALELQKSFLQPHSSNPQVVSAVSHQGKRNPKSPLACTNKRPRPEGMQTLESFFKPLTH
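Pol eta at 10 nM preincubated with compounds 15 min at room temperature; reaction started with fluorescent substrate (50 nM final) and read kinetically at 0 and 10 min.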
BLM inh: inhibitors of human Bloom syndrome helicase BLM | P54132 | recombinant BLM DNA unwinding, fluorescence dequenching | Potency, µM (titrated, usually from 56.1 µM), without a hit: at the top dose activity change, negative = inhibition, most hits filed as inhibitors | 0.2% of 350,000 active | AID 2528;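 also: plate controls were vehicle for no effect and no enzyme for full effect; nearly all actives have a fitted effect of over 35% in size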
The depositor's hits bear a star; ? = inconclusive; / = not tested or not shown; & = joins results of further samples; [ ] = another dose, or the depositor's remark. Calls follow the shape of the dose curve; as a rule, active = well fitted curve in the direction sought with a large enough effect; inconclusive = small, poorly fitted or top-dose-only effect, or another doubt; inactive = no such curve, though single readings can be large; an effect the other way counts as inactive or inconclusive. Potency is read from the fitted curve at half-maximal effect.

Order of results: JMJD2A Tudor	Pol kappa inh	POLI inh	BAZ2B block	G9a inh	Pol beta inh	APE1 inh	Pol eta inh	BLM inh
CCOC(=O)c1[nH]c(CSc2nnnn2-c2ccccc2C)c(C(=O)OCC)c1C
→ -8%	0%	3%	-30%	?	-1%	-3%	-14%	-2%
FC(F)(F)COc1ccc(-c2nnc(SCc3c(Cl)cccc3Cl)o2)cn1
→ 4%	-2%	68%[activator]	?	/	4%	2%	-22%	0%
Cc1ccc(S(=O)(=O)N(CC(=O)Nc2c(C)cccc2C)c2cccc(Cl)c2)cc1
→ -11%	-22%	10%	-20%	-3%[59 µM]	-3%	/	-6%	-3%
O=C(c1ccco1)N1CCN(C2CC(=O)N(c3ccccc3)C2=O)CC1 (configuration not stated)
→ -4%	1%	16%	-34%	?	2%	0%	-9%	1%
O=S(=O)(c1ccccc1F)N1CCC(Oc2ccc(-n3cnnn3)cc2)CC1
→ -5%&-11%	-22%&-7%	-23%&0%	-4%&-2%	16%	1%&6%	58%[activator]	-15%&-8%	-3%&0%
CCN1CCN(c2cc(C)c3cc(NC(=O)c4cccs4)ccc3n2)CC1
→ -34%	-21%	20%	-20%	13%[12.7 µM]	-3%	-3%	-18%	0%
O=C(CN(C(=O)c1csnn1)c1cccc2c1CCCC2)NC1CCCC1
→ -6%	-9%	90%[activator]	-19%	31%	-25%	-2%	-5%	0%
Cc1oc2ncn(CC(C)C)c(=O)c2c1C(=O)Nc1cc(F)ccc1F
→ -14%	-8%	-4%	9%[57.1 µM]	-3%[59 µM]	-6%	/	-11%	0%
COc1ccc(Cl)cc1C(=O)NCc1nc(-c2cccc(C)c2)no1
→ -8%	0%	9%	4%	9%[59 µM]	10%	/	-3%	1%
COc1ccc(/C=C/C(=O)O)cc1S(=O)(=O)N1CCc2ccccc21
→ -19%	-16%	?	-3%	-67%	?	-3%	?	-4%

(more compounds)
Order of results: JMJD2A Tudor	Pol kappa inh	POLI inh	BAZ2B block	G9a inh	Pol beta inh	APE1 inh	Pol eta inh	BLM inh
Oc1ccc2ccccc2c1/C=N/c1nc2c(s1)CCCC2
→ 50µM*	1%	?	-35%	1.4µM*	1%	-2%	5%	-3%
COC(=O)c1ccc(C2C(C(=O)OCC(C)C)=C(C)N=C3SCCC(=O)N32)cc1 (configuration not stated)
→ -23%	4%	15%	-30%	39%[0.501 µM]	25%	2%	-17%	-9%
COc1ccc(N(CC(=O)N/N=C/c2ccc(-c3ccc([N+](=O)[O-])cc3)o2)S(=O)(=O)c2ccc(C)cc2)cc1
→ -26%	17%	4%	-2%	-6%[59 µM]	-10%	4%	-3%	-2%
O=C(NC1CCCCCC1)c1ccc(CS(=O)Cc2cccc(Cl)c2)o1 (configuration not stated)
→ -8%	1%	15%	-4%	7%	22%	9%	-4%	0%
CC1CC(C)CN(C(=O)c2cc3cc(Br)cc(Br)c3o2)C1 (configuration not stated)
→ 18%	-19%	138%[activator]	12%	72%[activator]	27%	10%	-25%	-5%
COc1cc2cnc(-c3ccccc3)c(-c3ccc(C#N)cc3)c2cc1OC
→ -28%	4%	17%	-6%	7%[0.501 µM]	/	10%	-18%	/
CCN(c1ccccc1)S(=O)(=O)c1ccc(C(=O)OC(C)C(=O)NCCC2=CCCCC2)cc1 (configuration not stated)
→ 3%	-6%	-3%	8%	-8%[59 µM]	19%	0%	-24%	-7%
COc1ccc(C(=O)CCN2CCc3cc(OC)c(OC)cc3C2)cc1
→ -16%	0%	58%[activator]	-24%	13µM*	9%	0%	-7%	-2%
Cc1oc(C(C)(C)C)cc1C(=O)Nc1ccc(C(=O)O)cc1
→ -13%	-3%	-10%	-36%	16%[59 µM]	30%	9%	-9%	0%
Cc1ccc(C)c(OCCn2nnc3ccccc32)c1
→ 8%	-2%	2%	19%	/	?	2%	-6%	-3%

Carrying on.
Order of results: JMJD2A Tudor	Pol kappa inh	POLI inh	BAZ2B block	G9a inh	Pol beta inh	APE1 inh	Pol eta inh	BLM inh
Clc1ccc(-c2noc(CCCc3ccccc3)n2)cc1
→ 385%[activator]	-6%	20%	228%[activator]	305%[activator]	14%	1%	3%	-2%
O=C1C[C@H](NC(=O)OCc2ccccc2)CO1
→ -11%	-6%	8%	-8%	8%[59 µM]	/	23%	-4%	/
Cc1cccc(N2CCN(C(=O)CC(NC(=O)c3ccccc3Cl)c3ccccc3)CC2)c1C (configuration not stated)
→ -24%	-5%	3%	-25%	-9%[59 µM]	16%	0%	-25%	-11%
COc1ccc(/C=C/C(=O)N2CCN(c3ccccn3)CC2)cc1OC
→ -14%	1%	33%[activator]	-14%	8%	24%	-1%	-3%	-2%
Cc1cc(C)nc(N2CCC(C(=O)NCc3ccccc3)CC2)n1
→ ?	2%	13%	-1%	-5%[59 µM]	16%	2%	-8%	-10%
O=C(Nc1nnc(SCc2ccc(Cl)cc2)s1)C1CCCO1 (configuration not stated)
→ 0%	-1%	2%	-20%	?	-19%	8%	9%	-1%
COCCNC(=O)CSc1c2c(nc3ccc(Cl)cc13)CCCC2
→ -10%	-5%	-28%	10%	-8%	9%	24%	-7%	0%
Cc1cc(C(=O)CN2C(=O)C(=O)N(Cc3ccccc3)C2=O)c(C)n1Cc1ccc(F)cc1
→ -28%	-7%	21%	4%	-10%[59 µM]	/	-6%	-12%	/
O=C(/C=C/c1cc([N+](=O)[O-])ccc1OC(F)F)Nc1ccc(OC(F)F)cc1
→ -1%	2%	19%	-13%	-2%	3%	3%	-3%	-3%
NC(=O)C1(N2CCCCC2)CCN(c2ccc3nnc(-c4ccccc4)n3n2)CC1
→ -26%	-18%	0%	3%	-1%	-18%	-3%	-4%	2%

Of the compounds above, these have an aryl thioether with sulfur outside any ring.
Order of results: JMJD2A Tudor	Pol kappa inh	POLI inh	BAZ2B block	G9a inh	Pol beta inh	APE1 inh	Pol eta inh	BLM inh
CCOC(=O)c1[nH]c(CSc2nnnn2-c2ccccc2C)c(C(=O)OCC)c1C
→ -8%	0%	3%	-30%	?	-1%	-3%	-14%	-2%
FC(F)(F)COc1ccc(-c2nnc(SCc3c(Cl)cccc3Cl)o2)cn1
→ 4%	-2%	68%[activator]	?	/	4%	2%	-22%	0%
O=C(Nc1nnc(SCc2ccc(Cl)cc2)s1)C1CCCO1 (configuration not stated)
→ 0%	-1%	2%	-20%	?	-19%	8%	9%	-1%
COCCNC(=O)CSc1c2c(nc3ccc(Cl)cc13)CCCC2
→ -10%	-5%	-28%	10%	-8%	9%	24%	-7%	0%

(list continues)
Order of results: JMJD2A Tudor	Pol kappa inh	POLI inh	BAZ2B block	G9a inh	Pol beta inh	APE1 inh	Pol eta inh	BLM inh
Cc1cc(CNC(=O)COC(=O)Cn2[nH]c(=O)c3ccccc3c2=O)cc(C)c1O
→ -6%	-10%	15%	-7%	-47%	/	-10%	-7%	/
COc1ccc(CCNC(=O)CCS(=O)(=O)c2ccc3c(c2)NC(=O)C(C)S3)cc1OC (configuration not stated)
→ -4%	5%	-3%	-29%[57.1 µM]	9%	2%	-12%	-12%	0%
O=C(COC(=O)CN1C(=O)NC2(CCCC2)C1=O)Nc1c(Cl)cccc1C(F)(F)F
→ 7%	2%	12%	-6%	-10%	/	-3%	-17%	/
COC(=O)c1cc(NC(=O)c2ccc3c(c2)NC(=O)c2ccccc2S3)cc(C(=O)OC)c1
→ -21%	-32%	?	?	-24%[12.7 µM]	6.3µM*	-36%	50µM*	?
O=C(CSc1nnc(-c2ccncc2)n1Cc1ccco1)OC1CCCCC1
→ -10%	-2%	-22%	-31%	-39%[12.7 µM]	-1%	0%	-7%	-5%
CCOc1ccc2[nH]c(=O)c(CN(Cc3ccccc3OC)C(=O)c3ccccc3)cc2c1
→ -8%	-6%	10%	10%	10%[59 µM]	3%	-3%	-11%	-3%
O=C(Nc1c(C(=O)N2CCN(c3ccc(F)cc3)CC2)oc2ccccc12)c1c(F)cccc1F
→ -33%	-3%	1%	-16%[57.1 µM]	?	0%	/	-14%	-9%
CCCNC(=O)c1cnc2c(-c3ccc(OCC)c(OCC)c3)c(C)nn2c1-c1ccccc1
→ -23%	31%	-15%	-19%	-2%[59 µM]	1%	/	/	1%
Cc1ccc(CCNC(=O)NC(C)(C)C)cc1
→ 1%	0%	23%	8%	20%[59 µM]	28%	-2%	-12%	-1%
Cc1ccc(N=C2SC(C(=O)NCCc3ccccc3)CC(=O)N2C)cc1C (configuration not stated)
→ -8%	0%	?	-15%	8%[59 µM]	-6%	-11%	-11%	-17%

Next section.
Order of results: JMJD2A Tudor	Pol kappa inh	POLI inh	BAZ2B block	G9a inh	Pol beta inh	APE1 inh	Pol eta inh	BLM inh
COc1ccc(C(=O)Nc2ccc(-c3nnn(CC(=O)N4CCN(C(=O)c5ccco5)CC4)n3)cc2)cc1
→ -21%	6%[60.1 µM]	28%	79µM*	50µM*	?	-3%	-16%	-5%
Cc1ccc(-n2c(CNc3cccc(Cl)c3)n[nH]c2=S)cc1
→ -21%	0%	21%	-19%	4.5µM*	5%	-1%	-24%	-2%
COc1ccc(CNC(=O)COC(=O)/C=C/c2cccc(Br)c2)cc1OC
→ 0%	4%	-2%	3%	4%	6%	-9%	-21%	1%
CN1C(=O)C2(c3ccccc31)N(C)CC(c1ccccn1)C21SC(=S)N(Cc2ccco2)C1=O (configuration not stated)
→ 28µM*	-3%	?	22µM*	/	3%	-8%	-16%	-12%
CCC(C)(C)n1nnnc1CN(Cc1cc2cc(OC)c(OC)cc2[nH]c1=O)C1CCCC1
→ -15%	-10%	-6%	-4%	?	1%	-5%	-12%	-2%
COc1ccc(C(=O)N2CCC3(CCCN(Cc4ccccc4)C3)CC2)cc1
→ /	0%[60.1 µM]	/	/	2%[12.7 µM]	/	19%	/	6%
CC(=O)c1c(C)[nH]c(C(=O)COC(=O)CCCOc2ccccc2)c1C
→ -14%	-19%	?	-15%	-3%	1%	-4%	-5%	1%
Cc1cc(=O)n2[nH]c(-c3ccsc3-n3c(C)ccc3C)cc2n1
→ -8%[11.4 µM]	28µM*	7.9µM*	45µM*	/	?	3.5µM*	7.9µM*	7.9µM*
COc1cc2c(cc1OC)C(C)N(C(=O)c1c(C)noc1C)CC2 (configuration not stated)
→ 6%	-1%	33%[activator]	0%	9%	22%	3%	-16%	-6%
COc1ccc(CNC(=O)Cn2nc(Cc3cccnc3)c3ccccc3c2=O)cc1
→ -12%	-5%	10%	10%	-2%	22%	-4%	-2%	-2%
COc1ccccc1N1CCN(C(=O)c2ccc3c(c2)N(Cc2cc(C)ccc2C)C(=O)c2ccccc2S3(=O)=O)CC1
→ -28%	-4%	12%	?	-39%[59 µM]	6%	/	/	-8%

Screening data: PubChem BioAssay, National Center for Advancing Translational Sciences (NCATS)

Some of the compounds tested, so the mix of outcomes need not match the whole.
